CHO-K1 Ca PAM: nonselective calcium activators in parental CHO-K1 cells, primary screen, counter-screen for M1 PAM project, cell-based, Fluo-8 calcium fluorescence, full deck, 1536-well; ATP EC20; 0% at ATP EC20, 100% at ATP max; activation, % at 3 µM; 360,000 tested, 0.02% active;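 active = activation above the run cutoff, the mean activation of all test compounds plus 3 SD, cut at about 40% in these data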;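 note: peak over basal fluorescence ratio in a 140 s read after ATP addition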
OXTR potentiator: human OXTR potentiators, primary screen, fluorescence, CHO-OTR cells, Fluo-8 calcium; Oxytocin receptor (Homo sapiens), P30559; Fluo-8 calcium fluorescence, potentiator mode; 0% = oxytocin EC15, 100% = EC100; activation, % at 3 µM; 320,000 tested, 0.061% active; AID 2445, 2010;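 active = activation above that plate's cutoff, the mean activation of tested compounds plus 3 SD, cut at about 6.6% in these data, passing the limit was not always enough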;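 note: 100% uses oxytocin at 75 nM as the full agonist control; some results filed as inactive read as strong as hits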
Target sequence (P30559 whole entry, looked up): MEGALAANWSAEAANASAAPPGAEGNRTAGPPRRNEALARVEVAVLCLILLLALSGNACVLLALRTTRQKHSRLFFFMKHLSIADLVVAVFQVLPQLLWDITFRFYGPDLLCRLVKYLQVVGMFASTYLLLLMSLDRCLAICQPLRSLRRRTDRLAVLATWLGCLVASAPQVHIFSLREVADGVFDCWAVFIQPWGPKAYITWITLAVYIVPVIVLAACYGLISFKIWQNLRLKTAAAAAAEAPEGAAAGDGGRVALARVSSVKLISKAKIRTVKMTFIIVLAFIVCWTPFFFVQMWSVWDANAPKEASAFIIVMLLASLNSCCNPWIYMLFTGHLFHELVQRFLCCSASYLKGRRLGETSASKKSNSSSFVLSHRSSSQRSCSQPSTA
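Replication – single well per compound, singlicate · Assay system – CHO cell line stably expressing human OTR · Timing – 6 min pre-incubation, 100 s read · Measure – normalized max/min fluorescence ratio, % activation · Doses – 3.0 µM, one dose · Detection – Fluo-8 calcium dye fluorescence · Probe or stimulus – oxytocin near EC15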
M1 antag: human M1 muscarinic receptor antagonists, primary screen, CHO-K1 cells, Fluo-8 calcium fluorescence, 1536-well; Muscarinic acetylcholine receptor M1 (Homo sapiens), P11229; CHO-K1 hM1, ACh EC80 antagonist; inhibition, % at 3 µM; 360,000 tested, 1.3% active;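 active = percent inhibition above its own plate's cutoff, namely the mean of that plate's compound wells plus 3 SD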;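 note: peak over basal fluorescence ratio during 140 s after agonist addition; 0% = ACh EC80 plus DMSO and 100% = DMSO alone without agonist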
Target sequence (P11229 whole entry, looked up): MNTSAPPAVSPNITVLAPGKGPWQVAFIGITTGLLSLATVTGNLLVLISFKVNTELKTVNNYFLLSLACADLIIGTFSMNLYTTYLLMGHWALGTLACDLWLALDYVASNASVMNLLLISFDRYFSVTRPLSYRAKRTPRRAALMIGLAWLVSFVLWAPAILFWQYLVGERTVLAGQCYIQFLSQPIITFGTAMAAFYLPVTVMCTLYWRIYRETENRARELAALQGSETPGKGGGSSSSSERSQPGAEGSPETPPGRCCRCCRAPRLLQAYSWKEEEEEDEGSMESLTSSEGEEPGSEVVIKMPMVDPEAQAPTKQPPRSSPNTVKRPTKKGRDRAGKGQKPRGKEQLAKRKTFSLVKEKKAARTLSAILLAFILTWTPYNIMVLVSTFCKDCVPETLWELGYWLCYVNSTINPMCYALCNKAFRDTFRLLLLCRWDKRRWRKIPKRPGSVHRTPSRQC
M1 ag parental: counter-screen for M1 agonists: effect in parental CHO-K1 cells; Fluo-8 calcium fluorescence; scaled to maximal ATP response, vehicle zero; 360,000 tested, 0.48% active; activation, % at 3 µM; in the data active = activation above about 15%;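 note: untransfected CHO-K1 host cells lacking M1 receptor as counterscreen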
CHO parental Ca: ATP-evoked calcium signal inhibitors, parental CHO, primary screen, counter-screen for OX1R antagonist project, cell-based, fluorescence, Fluo-8 calcium dye. AID 463079, 2010. inhibition, % at 5.6 µM. 330,000 tested, 0.63% active. parental CHO-K1, ATP-induced calcium, Fluo-8 fluorescence;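 active = inhibition above that plate's mean sample inhibition plus 3 SD, cut at about 26% in these data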;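 note: 0% = ATP-challenged DMSO wells and 100% = DMSO wells without ATP; some compounds past the cut are filed as inactive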
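Material: Parental CHO cells | Reagent: ATP | Compound dosing: Single nominal dose of 5.6 µM per compound | Detection: Intracellular calcium via Fluo-8 no-wash fluorescent dye | Read-out: % inhibition of ATP-induced calcium mobilization | Benchmarks: Low control ATP plus DMSO, high control DMSO only | Replicates: Singlicate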
M1 ag: human M1 muscarinic receptor agonists, primary screen, Fluo-8 calcium fluorescence, CHO-K1 cells, HTS; Muscarinic acetylcholine receptor M1 (Homo sapiens), P11229; CHO-K1 hM1, agonist mode; 0% DMSO, 100% acetylcholine EC100; activation, % at 3 µM; 360,000 tested, 0.33% active; AID 588814, 2011;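 active = activation above the run's mean compound activation plus 3 SD, cut at about 16% in these data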;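 note: peak over basal fluorescence ratio within a 140 s kinetic read after compound addition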
CHO-K1 Ca antag: M1 antagonist counterscreen hit in parental CHO-K1 cells. inhibition, % at 3 µM. 360,000 tested, 0.6% active. ATP-induced calcium, Fluo-8 fluorescence. AID 602250;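 active = inhibition above a per-plate cutoff, the plate's mean sample inhibition plus 3 SD, cut at about 24% in these data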;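 note: 0% = DMSO plus EC80 ATP and 100% = DMSO alone without ATP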
TAAR1 ag: human TAAR1 agonists, primary screen, Fluo-8 calcium fluorescence, CHO RD-HGA16 cells | 360,000 tested, 0.99% active | AID 624467, 2012 | vehicle wells 0%, saturating PEA agonist 100% | activation, % at 3 µM;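 active = activation above the mean activation of all test compounds in the run plus 3 SD, cut at about 38% in these data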
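Repeats: no replicates (n 1) | Material: CHO-derived RD-HGA16 cells with stable Gα16 and human TAAR1 | Technique: Kinetic Fluo-8 calcium fluorescence | Schedule: 17-24 h seeding, 75 min 37 °C dye, 30 min RT | Evaluation: % activation from peak over basal fluorescence ratio, DMSO-to-PEA scaled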
TAAR1 antagonist: human TAAR1 antagonists, primary screen, Fluo-8 calcium fluorescence, CHO RD-HGA16 cells | Trace amine-associated receptor 1 (Homo sapiens), Q96RJ0 | antagonist | inhibition, % at 3 µM | 360,000 tested, 1.5% active | AID 624466, 2012;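 active = inhibition above a per-plate cutoff, the mean inhibition of test compounds on that plate plus 3 SD, cut at about 49% in these data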;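 note: 0% = DMSO plus EC80 beta-PEA response and 100% = DMSO alone without agonist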
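Material: RD-HGA16 CHO cells with stable hTAAR1 and Gα16; Dosing: single nominal final test compound concentration of 3 µM; Schedule: seeding 17-24 h prior, 75-min 37 °C, 30-min RT dye loading; Detection: kinetic Fluo-8 calcium fluorescence measurement; Measure: % inhibition from peak post-agonist over basal fluorescence ratio; Benchmarks: vehicle and agonist controls.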
The depositor's hits bear a star. A portion of the library. The share of hits here may be higher or lower than overall.

CC[C@@]1(O)C(=O)OCc2c1cc1n(c2=O)Cc2cc3c(NC(=O)CN)cccc3nc2-1 was read as CHO-K1 Ca PAM 7, OXTR potentiator -8, M1 antag -19, M1 ag parental 0.8, CHO parental Ca -6, M1 ag -2, CHO-K1 Ca antag -9, TAAR1 ag 0 and TAAR1 antagonist -3.
For CC(C)NS(=O)(=O)c1ccc(OCC(=O)N2CCN(Cc3ccccc3)CC2)cc1 the results were CHO-K1 Ca PAM 2, OXTR potentiator -6, M1 antag 3, M1 ag parental 3.1, CHO parental Ca -10, M1 ag -3, CHO-K1 Ca antag -21, TAAR1 ag 1 and TAAR1 antagonist 1.
For COc1cc(C=C2C(=O)NC(=O)NC2=O)ccc1OCc1ccc([N+](=O)[O-])cc1 the results were CHO-K1 Ca PAM 18, M1 antag 1, M1 ag parental 5.0, M1 ag -3, CHO-K1 Ca antag -10, TAAR1 ag 2 and TAAR1 antagonist -7.
CN(C)c1nc(OCCNC(=O)COc2ccc(Cl)cc2Cl)nc(N2CCCCC2)n1 was read as CHO-K1 Ca PAM 7, OXTR potentiator 1, M1 antag 1, M1 ag parental 0.3, CHO parental Ca -23, M1 ag -6 and CHO-K1 Ca antag -10.
`CCCC(C)n1[nH]c(=O)c2c1NC(=O)CSC2c1ccccc1` (stereo not drawn) gave CHO-K1 Ca PAM 10, OXTR potentiator -4, M1 antag -9, M1 ag parental -0.1, CHO parental Ca -13, M1 ag -4, CHO-K1 Ca antag -13, TAAR1 ag -1 and TAAR1 antagonist -7.
Screening CC(=O)NC(=O)NC(C)Cc1ccccc1 (stereo not drawn) returned CHO-K1 Ca PAM 5, OXTR potentiator -12, M1 antag -3, M1 ag parental 0.0, CHO parental Ca 3, M1 ag -1, CHO-K1 Ca antag 6, TAAR1 ag 7 and TAAR1 antagonist -16.
CCC(=Nc1ccc2c(c1)CCC2)c1c(O)n(C)c(=O)n(C)c1=O was read as CHO-K1 Ca PAM 13, OXTR potentiator -12, M1 antag -3, M1 ag parental 0.3, CHO parental Ca -10, M1 ag -3, CHO-K1 Ca antag 1, TAAR1 ag 18 and TAAR1 antagonist -13.
CCOC(=O)C1(c2ccccc2)CCN(CC(O)c2ccc(NC(C)=O)cc2)CC1 (stereo not drawn) was read as CHO-K1 Ca PAM 4, M1 antag -9, M1 ag parental 0.4, M1 ag 11, CHO-K1 Ca antag -6, TAAR1 ag 1 and TAAR1 antagonist 16.
`COc1ccc2c(C)c(CC(=O)N3C[C@H]4C[C@@H](C3)c3cccc(=O)n3C4)c(=O)oc2c1` gave CHO-K1 Ca PAM -5, OXTR potentiator 0, M1 antag -4, M1 ag parental 0.1, CHO parental Ca -12, M1 ag -5, CHO-K1 Ca antag 2, TAAR1 ag 0 and TAAR1 antagonist -18.
`O=C(Nc1ccc(OC(=O)N2CCCCC2)cc1)N1CCOCC1` gave CHO-K1 Ca PAM -23, OXTR potentiator -9, M1 antag 10, M1 ag parental -0.1, CHO parental Ca -1, M1 ag 2, CHO-K1 Ca antag 11, TAAR1 ag 1 and TAAR1 antagonist -20.
Screening S=C1CN=C(c2ccccc2Cl)c2cc(Cl)ccc2N1 returned CHO-K1 Ca PAM -5, OXTR potentiator -7, M1 antag -26, M1 ag parental 0.1, CHO parental Ca 4, M1 ag 3, CHO-K1 Ca antag 7, TAAR1 ag 16 and TAAR1 antagonist -5.
COC(=O)C1=C(c2ccc(F)cc2F)C[C@@H]2CC[C@H]1N2C(=O)NCc1ccc(F)cc1 was read as CHO-K1 Ca PAM 7, OXTR potentiator -5, M1 antag 0, M1 ag parental -0.9, CHO parental Ca -17, M1 ag -14, CHO-K1 Ca antag -8, TAAR1 ag 12 and TAAR1 antagonist 1.

2 records picked at random from the list so far:
`COc1ccc2c(C)c(CC(=O)N3C[C@H]4C[C@@H](C3)c3cccc(=O)n3C4)c(=O)oc2c1` gave CHO-K1 Ca PAM -5, OXTR potentiator 0, M1 antag -4, M1 ag parental 0.1, CHO parental Ca -12, M1 ag -5, CHO-K1 Ca antag 2, TAAR1 ag 0 and TAAR1 antagonist -18.
CCOC(=O)C1(c2ccccc2)CCN(CC(O)c2ccc(NC(C)=O)cc2)CC1 (stereo not drawn) was read as CHO-K1 Ca PAM 4, M1 antag -9, M1 ag parental 0.4, M1 ag 11, CHO-K1 Ca antag -6, TAAR1 ag 1 and TAAR1 antagonist 16.

Next part
CCOP(=O)(CN(CC)CCNP(=O)(OCC)OCC)OCC was read as CHO-K1 Ca PAM 17, OXTR potentiator -5, M1 antag -11, M1 ag parental 0.2, CHO parental Ca -15, M1 ag 0, CHO-K1 Ca antag -10, TAAR1 ag 7 and TAAR1 antagonist -1.
`O=C(CN1CCCC1=O)N1CCOCC1` gave CHO-K1 Ca PAM 10, OXTR potentiator -7, M1 antag -10, M1 ag parental -0.4, CHO parental Ca -5, M1 ag -2, CHO-K1 Ca antag -7, TAAR1 ag 3 and TAAR1 antagonist 3.
Screening O=S(=O)(c1ccc(Cl)cc1)N1CCCC1c1cccnc1 (stereo not drawn) returned CHO-K1 Ca PAM -8, OXTR potentiator -11, M1 antag 13, M1 ag parental 7.2, CHO parental Ca -10, M1 ag -1, CHO-K1 Ca antag 5, TAAR1 ag 1 and TAAR1 antagonist -18.
Screening CSCCC(c1nnnn1C1CCCC1)N1CCC(n2c(=O)[nH]c3ccccc32)CC1 (stereo not drawn) returned CHO-K1 Ca PAM 3, M1 antag -5, M1 ag parental 7.3, M1 ag -1, CHO-K1 Ca antag -10, TAAR1 ag 23 and TAAR1 antagonist 56*.
Screening CCC(c1nnnn1-c1ccc2c(c1)OCCO2)N1CCC(n2c(=O)[nH]c3ccccc32)CC1 (stereo not drawn) returned CHO-K1 Ca PAM 0, M1 antag -2, M1 ag parental 9.5, M1 ag 1, CHO-K1 Ca antag 9, TAAR1 ag 18 and TAAR1 antagonist 66*.
For COc1ccccc1N1CCN(Cc2ccc(F)cc2)CC1 the results were CHO-K1 Ca PAM 2, OXTR potentiator -13, M1 antag -5, M1 ag parental -0.2, CHO parental Ca -21, M1 ag -9, CHO-K1 Ca antag -2, TAAR1 ag 12 and TAAR1 antagonist 3.
For COC(=O)C1=C(c2ccc(F)cc2OCc2ccccc2)C[C@@H]2CC[C@H]1N2C(=O)NCc1cccc(F)c1 the results were CHO-K1 Ca PAM 6, OXTR potentiator -9, M1 antag 8, M1 ag parental -0.2, CHO parental Ca -23, M1 ag -5, CHO-K1 Ca antag -10, TAAR1 ag 5 and TAAR1 antagonist 41.
For CC(C)(C)P(=O)(c1ccncc1)N1CCCC1 (stereo not drawn) the results were CHO-K1 Ca PAM 3, OXTR potentiator -5, M1 antag -28, M1 ag parental -0.1, CHO parental Ca 4, M1 ag 1, CHO-K1 Ca antag -18, TAAR1 ag 7 and TAAR1 antagonist -14.
CC(C)n1c(=O)c(C=Nc2ccc(Br)cc2)c(O)n(Cc2ccco2)c1=O was read as CHO-K1 Ca PAM 12, OXTR potentiator 0, M1 antag -7, M1 ag parental 10, CHO parental Ca -9, M1 ag -10, CHO-K1 Ca antag -6, TAAR1 ag 3 and TAAR1 antagonist -2.
`CC(O)(CS(=O)(=O)c1ccccc1)C(=O)Nc1cccc(C(F)(F)F)c1` (stereo not drawn) gave CHO-K1 Ca PAM 23, OXTR potentiator -6, M1 antag -1, M1 ag parental 1.7, CHO parental Ca 1, M1 ag -6, CHO-K1 Ca antag -11, TAAR1 ag 0 and TAAR1 antagonist 14.
CCOC(=O)C1CCCCC12C(C#N)=C(N)Oc1n[nH]c(C)c12 (stereo not drawn) was read as CHO-K1 Ca PAM 24, OXTR potentiator -8, M1 antag -13, M1 ag parental 1.1, CHO parental Ca 3, M1 ag -3, CHO-K1 Ca antag -8, TAAR1 ag 1 and TAAR1 antagonist 3.
S=C1NC2(CCCCC2)NC12CCCCC2 was read as CHO-K1 Ca PAM -4, OXTR potentiator 0, M1 antag -11, M1 ag parental 0.6, CHO parental Ca 0, M1 ag -3, CHO-K1 Ca antag -19, TAAR1 ag -1 and TAAR1 antagonist 12.
Screening c1cncc(C2CCCCN2Cc2ccc3c(c2)OCO3)c1 (stereo not drawn) returned CHO-K1 Ca PAM 27, OXTR potentiator -4, M1 antag 26, M1 ag parental 0.8, CHO parental Ca -10, M1 ag -9, CHO-K1 Ca antag -9, TAAR1 ag 3 and TAAR1 antagonist -21.
For CCOC(=O)c1cccc([P+](=O)O)c1 the results were CHO-K1 Ca PAM 1, OXTR potentiator -2, M1 antag 1, M1 ag parental -0.1, CHO parental Ca 3, M1 ag 1, CHO-K1 Ca antag -3, TAAR1 ag 8 and TAAR1 antagonist -9.
`CCOC(=O)[C@@]1(C#N)[C@@H]2C=CC(C(N)=O)=CN2[C@@H](C(N)=O)[C@@H]1c1cccc(Cl)c1` gave CHO-K1 Ca PAM 16, OXTR potentiator 1, M1 antag -10, M1 ag parental 0.7, CHO parental Ca -10, M1 ag -3, CHO-K1 Ca antag -11, TAAR1 ag 4 and TAAR1 antagonist 8.

Compounds above containing a cyano group:
CCOC(=O)C1CCCCC12C(C#N)=C(N)Oc1n[nH]c(C)c12 (stereo not drawn) was read as CHO-K1 Ca PAM 24, OXTR potentiator -8, M1 antag -13, M1 ag parental 1.1, CHO parental Ca 3, M1 ag -3, CHO-K1 Ca antag -8, TAAR1 ag 1 and TAAR1 antagonist 3.
`CCOC(=O)[C@@]1(C#N)[C@@H]2C=CC(C(N)=O)=CN2[C@@H](C(N)=O)[C@@H]1c1cccc(Cl)c1` gave CHO-K1 Ca PAM 16, OXTR potentiator 1, M1 antag -10, M1 ag parental 0.7, CHO parental Ca -10, M1 ag -3, CHO-K1 Ca antag -11, TAAR1 ag 4 and TAAR1 antagonist 8.

Compound activity: PubChem, The Scripps Research Institute Molecular Screening Center
